FAS-TE inh: FAS thioesterase (human) inhibition; P49327; recombinant FAS-TE, OMFH fluorogenic substrate, fluorescence endpoint; inhibition, % at 15 µM; 360,000 compounds, 0.67% hits; AID 602261;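 active = compounds whose normalised, plate-corrected inhibition of enzyme fluorescence in the single-dose primary screen is 50% or more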;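 also: 0% = DMSO with enzyme and 100% = substrate without enzyme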
MT1-MMP act inh: blocks activation of human MT1-MMP. P50281. HT1080 RFP-PRO-GFP cells, GFP/RFP ratio fluorescence, overnight; percent of plate control window, DMSO zero. GFP/RFP ratio change, % at 20 µM. 360,000 compounds, 0.061% hits;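 active = GFP/RFP ratio change of at least 30% with cell ATP level not reduced by more than half and red fluorescence within 50% of control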; also: strong numbers were not always called active
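Assay system – RFP-PRO-GFP reporter HT1080 cells · Compound dosing – single dose of 20 µM compound, 1% DMSO final · Incubation – overnight compound exposure at 37 °C · Measure – GFP/RFP fluorescence ratio · Benchmarks – DMSO wells and RFP-L50D-GFP cells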
Neddyl block: blocks human cullin neddylation; P61081+Q13564; TR-FRET cullin neddylation, biochemical; calls only at 25 µM; 360,000 compounds, 0.58% hits; in the data active = inhibition above about 36%
Rin1 Abl inh: human Rin1-Abl interaction inhibition; TR-FRET Rin1/Abl binding, biochemical; inhibition, % at 7.35 µM; 360,000 compounds, 0.4% hits; in the data active = inhibition above about 5%, passing the limit was not always enough
SKN-1 block: inhibitors of C. elegans SKN-1; inhibition, % at 21.8 µM; C. elegans VP596 Pgst-4::GFP/RFP ratio, acrylamide-induced, 24 h; 360,000 compounds, 0.49% hits;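 active = interference check ratio from 0.5 to 1.5 plus GFP to RFP signal ratio inhibition reaching or exceeding a fixed threshold, cut at about 30% in these data, passing the limit was not always enough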; also: some compounds called inactive have numbers as strong as hits
MLLE-PAM2 inh: blocks PAM2 peptide binding to the PABP1 MLLE domain | P11940 | GST-MLLE / FITC-PAM2 fluorescence polarization | inhibition, % at 20 µM | 360,000 compounds, 0.36% hits; in the data active = inhibition above about 35%, passing the limit was not always enough;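 also: plate controls were DMSO wells with GST-MLLE for no effect and wells lacking GST-MLLE protein for full effect; some results filed as inactive read as strong as hits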
Target sequence (P11940 whole entry, looked up, the tested form may be a part): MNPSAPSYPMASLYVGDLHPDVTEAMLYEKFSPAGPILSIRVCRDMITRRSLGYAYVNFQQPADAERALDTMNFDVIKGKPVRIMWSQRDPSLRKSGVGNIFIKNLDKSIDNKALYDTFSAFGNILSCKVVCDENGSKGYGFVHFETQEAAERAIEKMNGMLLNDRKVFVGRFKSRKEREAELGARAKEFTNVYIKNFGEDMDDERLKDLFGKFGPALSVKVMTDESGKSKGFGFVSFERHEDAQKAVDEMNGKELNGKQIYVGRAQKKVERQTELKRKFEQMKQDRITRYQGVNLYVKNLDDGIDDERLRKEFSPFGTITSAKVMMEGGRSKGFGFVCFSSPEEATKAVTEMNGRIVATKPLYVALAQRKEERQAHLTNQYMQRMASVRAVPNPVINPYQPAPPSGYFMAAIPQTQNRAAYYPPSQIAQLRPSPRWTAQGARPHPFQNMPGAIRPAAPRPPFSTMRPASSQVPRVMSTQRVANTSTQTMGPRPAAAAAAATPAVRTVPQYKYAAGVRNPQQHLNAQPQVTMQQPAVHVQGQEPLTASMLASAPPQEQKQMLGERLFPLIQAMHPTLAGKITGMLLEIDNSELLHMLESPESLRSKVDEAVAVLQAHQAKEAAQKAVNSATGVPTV
CSN inh: CSN deneddylation inhibition | Q92905 | Purified CSN, SCF-Nedd8-OG deneddylation, fluorescence polarization | inhibition, % at 12.5 µM | 360,000 compounds, 0.38% hits | AID 651999;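 active = pattern-corrected inhibition above about 35%, with an unprinted fluorescence ratio check between 0.5 and 1.5, limit read from the data, passing the limit was not always enough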;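 also: 0% = enzyme with substrate and 100% = substrate without enzyme; some results filed as inactive read as strong as hits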
Target sequence (Q92905 whole entry, looked up, one chain of several): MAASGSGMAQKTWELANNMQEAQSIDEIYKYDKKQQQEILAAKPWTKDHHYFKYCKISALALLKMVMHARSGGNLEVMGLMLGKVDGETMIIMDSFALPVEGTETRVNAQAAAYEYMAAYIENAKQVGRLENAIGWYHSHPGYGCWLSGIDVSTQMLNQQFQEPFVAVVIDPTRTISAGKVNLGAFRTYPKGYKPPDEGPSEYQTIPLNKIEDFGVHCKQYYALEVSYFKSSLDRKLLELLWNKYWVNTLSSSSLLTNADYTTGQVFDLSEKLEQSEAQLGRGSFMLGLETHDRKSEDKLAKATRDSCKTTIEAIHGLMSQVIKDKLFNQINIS
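Schedule: reaction 90 min, room temperature / Assay system: HEK293T-derived human Csn5 enzyme / Input: Csn5 at 0.24 nM final / Measure: inhibition of Csn5 cleavage, % / Control set: substrate-only high control, full reaction low control / Technique: fluorescence polarization of the substrate / Buffer or medium: Tris/NaCl/DTT buffer, pH 7.5 / Reagent: SCFSkp2-Nedd8OG substrate at 10 nM final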
Rpn11 block: inhibitors of human proteasome Rpn11. O00487. human 26S proteasome, Ub4-pepOG fluorescence polarization; 20S core pre-blocked with epoxomicin. calls only at 20 µM. 360,000 compounds, 0.59% hits;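 active = inhibition at 20 µM, scaled to each plate's controls, above about 33%, limit read from the data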
NadD inh: NadD (S. aureus) enzyme inhibition; purified NadD enzyme, colorimetric absorbance read-out; inhibition, % at 20 µM; 360,000 compounds, 0.78% hits; in the data active = inhibition above about 26%; also: some compounds past the cut are filed as inactive
Starred values were filed as active, the others as inactive; i = inactive; / = no result given; + = active, no number.

Every second line gives: FAS-TE inh | MT1-MMP act inh | Neddyl block | Rin1 Abl inh | SKN-1 block | MLLE-PAM2 inh | CSN inh | Rpn11 block | NadD inh
CCCCCn1c(=O)[nH]c2cc(C(=O)NCc3ccc4c(c3)OCO4)ccc2c1=O
    -12.1 | -2.8 | i | 1.2 | 15.3 | 3.4 | 0.3 | i | 2.4
Nc1c(C(=O)CSc2n[nH]c(-c3ccccc3Br)n2)c(=O)[nH]c(=O)n1C1CC1
    -10.4 | -1.1 | i | 0.9 | 8.1 | -14.1 | -2.5 | i | 1.0
O=C(C[C@@H]1C/C=C\C[C@H](Cc2ccc(F)cc2)C(=O)OC[C@@H](c2ccccc2)NC1=O)NCCO
    -7.3 | / | i | 6.6 | -9.6 | 2.2 | -1.3 | i | 3.4
C=CCn1c(SCC(=O)Nc2nc(C)cs2)nnc1C(C)NC(=O)c1ccccc1Cl (stereo not given)
    -4.9 | -8.7 | i | 2.4 | -6.9 | -9.1 | -1.4 | i | 1.7
CN(C)C(=O)N1CCN(C(=O)c2ccccc2Sc2ccccc2C#N)CC1
    -4.2 | -0.7 | i | 1.5 | -1.8 | 4.8 | -2.1 | i | -3.0
Cc1cc(=O)[nH]c(SCCCOc2ccccc2Cl)n1
    -8.2 | -0.1 | i | -0.7 | 3.6 | 10.3 | -4.4 | i | -1.3
CC(C)[C@H](NC(=O)c1ccccc1Cl)C(=O)Nc1ccc(S(=O)(=O)Nc2nccs2)cc1
    -6.3 | 4.4 | i | -0.9 | 15.9 | 2.2 | -2.7 | i | 8.1
COc1ccc(CC(=O)Nc2ccc(N3CCCC3)c(C)c2)cc1
    3.6 | -3.3 | i | -0.2 | -0.3 | -38.4 | -1.9 | i | 11.1
COc1ccc(NC(=O)Cc2cccs2)cc1S(=O)(=O)N1CCCCC1
    -0.9 | 1.4 | i | 1.1 | 11.7 | -2.6 | -3.6 | i | -4.4
O=C(Cn1cc(C(F)(F)F)cc(Cl)c1=O)NCCc1ccccc1
    -2.9 | 4.0 | i | -1.3 | -0.6 | 3.9 | 0.6 | i | -5.7
O=C(CNC(=O)c1ccccc1)OCc1nnc(-c2ccc(Cl)cc2)o1
    -2.3 | 1.1 | i | 4.0 | 7.7 | 1.9 | -4.2 | i | -7.0
CCCNC(=O)C(=O)N/N=C/c1ccc(OCc2ccccc2)cc1
    -3.6 | 3.4 | i | -2.5 | 5.6 | 18.8 | 0.9 | i | 2.5
O=C(Oc1ccccc1)c1ccccc1C(=O)Oc1ccccc1
    25.3 | 1.3 | i | 0.0 | -3.3 | 0.5 | -2.6 | i | -0.1
Cc1cc(N2CCOCC2)c2c(N)c(C)cc(C)c2n1
    -12.3 | -0.1 | i | -7.8 | -1.8 | -9.7 | -6.1 | i | -1.5
CCN(C(=O)c1ccccc1F)c1nc(-c2ccc(OC)cc2)cs1
    40.9 | -0.3 | i | 1.1 | -0.1 | 4.1 | -0.3 | i | -7.8
Cc1cc(C)c(OCC(=O)Nc2ccc(N3CCOCC3)cc2)c(Br)c1
    0.3 | 2.2 | i | 0.6 | 15.5 | -0.1 | 1.1 | i | -5.4
CC(C)C[C@H](NC(=O)c1nc[nH]c1C(=O)NCC(=O)OC(C)(C)C)C(=O)OC(C)(C)C
    10.1 | -2.3 | i | 3.0 | -5.4 | -9.1 | -0.8 | i | 1.9
c1ccc(-c2nnc(N3CCOCC3)c3ccccc23)cc1
    -4.6 | 0.2 | i | 1.5 | 8.6 | 14.9 | -0.8 | i | -1.3
CCN1C(=O)/C(=C/C=C2\N(CC)c3cc(S(=O)(=O)N(C)C)ccc3N2c2ccccc2)SC1=S
    -22.9 | -29.2 | i | -3.6 | 83.0 | i | 74.5* | / | 1.5
CC(O)CNc1ccc(-c2nn(C)c(=O)c3ccccc23)cc1[N+](=O)[O-] (stereo not given)
    -11.8 | 7.8 | i | -9.1 | 0.4 | -23.0 | -0.3 | i | 2.7
CCN(CC)S(=O)(=O)c1cccc(S(=O)(=O)c2cccc(S(=O)(=O)N(CC)CC)c2)c1
    30.0 | -12.9 | i | 3.1 | 8.7 | -1.4 | 2.5 | i | -13.1
Cc1ccc(NC(=O)c2ccn(C)n2)c(Br)c1
    -3.9 | 0.0 | i | 0.8 | 8.5 | -6.6 | 2.8 | i | -2.9
Cc1ccc(C(=O)C2C(c3cccs3)NC(=O)NC2(O)C(F)(F)F)cc1 (stereo not given)
    -4.5 | 4.6 | i | 1.9 | -4.6 | 5.0 | -3.4 | i | 2.5
CCC1=NN(C(=O)COc2ccccc2)C(O)(c2ccc(Br)cc2)C1 (stereo not given)
    9.0 | -3.0 | i | -0.8 | 6.0 | -7.2 | 2.2 | i | -4.2
CC(Cl)C(=O)NNC(=O)CNS(=O)(=O)c1ccccc1 (stereo not given)
    -8.0 | -1.0 | i | -0.5 | -10.2 | -1.3 | 0.1 | i | -2.7
O=C(c1coc(=O)c(Br)c1)N1CCC(C(O)(c2ccccc2)c2ccccc2)CC1
    25.9 | -14.7 | + | -0.8 | -14.9 | -22.3 | 4.5 | i | -5.6
O=C(NNC(=O)C1CC(=O)N(Cc2ccccc2)C1)c1ccc(F)cc1 (stereo not given)
    -4.0 | 0.3 | i | -1.3 | -2.2 | -8.2 | -6.6 | i | -2.9
CNc1c(NS(=O)(=O)c2ccc(CC(C)C)cc2)c(=O)oc2ccccc12
    -3.9 | 5.2 | i | 3.1 | -6.6 | 2.1 | -2.8 | i | 0.4
CCOC(=O)C1CCN(Cc2cccc(Oc3ccccc3)c2)CC1
    6.3 | -1.5 | i | -0.4 | 19.4 | 11.0 | 3.1 | i | -5.6
COc1ccc(-n2nc(C(=O)NCC(=O)NCCCN3CCN(C)CC3)c3ccccc3c2=O)cc1
    -1.7 | 2.6 | i | 0.3 | -1.1 | -2.4 | -1.2 | i | -6.4
COc1ccc(NC(=O)c2ccc(COCC(F)(F)C(F)F)cc2)cc1OC
    3.8 | 3.2 | i | 3.2 | 4.8 | 12.9 | -2.5 | i | -4.4
COCC1CCN(Cc2cn(Cc3ccccc3)nc2-c2cc3ccccc3o2)CC1
    -1.5 | 0.5 | i | 2.2 | -8.8 | 1.1 | 0.9 | i | -7.6
O=C(CCn1nnnc1CN1CCOCC1)N1CCC(c2ccccc2F)C1 (stereo not given)
    -4.8 | 1.2 | i | 4.4 | 8.6 | 16.8 | 0.9 | i | 6.8
O=C(c1ccc(OCc2cn3ccccc3n2)cc1)N1CCN(S(=O)(=O)c2ccccc2F)CC1
    -5.4 | -0.4 | i | -0.9 | 7.7 | -16.4 | -2.3 | i | 8.3
Clc1ccc(-c2nnc(SCc3nc(-c4ccccc4)no3)o2)cc1
    30.4 | 0.8 | i | -2.1 | 15.4 | -124.5 | 6.1 | i | 2.4
COc1ccc(S(=O)(=O)N2CCCC2)cc1C(=O)N1CCCCC1
    -4.0 | 2.3 | i | -0.2 | 5.5 | -3.1 | -3.0 | i | -6.2
CN(CCc1ccccn1)C(=O)CCc1nnc(CCCc2ccccc2)o1
    -6.3 | -3.9 | i | 2.3 | -9.2 | -5.3 | 2.8 | i | 4.3
CN=C1S/C(=C/c2cn(CC(=O)OC)c3ccccc23)C(=O)N1C
    4.4 | -7.9 | i | -2.2 | 12.3 | -16.7 | 5.2 | i | -9.3
CCn1cc(CN2CCC(n3nccc3NC(=O)CCc3ccccc3)CC2)cn1
    -7.2 | -1.5 | i | 0.1 | 5.4 | -21.7 | 0.4 | i | 0.0
CCCC1(c2ccccc2)NC(=O)N(CC(=O)NCC2COc3ccccc3O2)C1=O (stereo not given)
    -0.8 | 4.5 | i | -1.8 | -7.3 | -7.2 | -0.8 | i | -6.2
C#CCOC(=O)Nc1ccc(OCC(F)(F)F)nc1
    -6.1 | 3.1 | i | -2.4 | 7.3 | -5.8 | -3.2 | i | 0.4
CCOC(=O)/C=C1\CC(C(=O)OCC)Oc2ccccc21 (stereo not given)
    -7.4 | 1.1 | i | -2.2 | -10.8 | 1.2 | 0.5 | i | -6.8
CC(C)c1ccc(C(=O)Nc2ccc(N3CCOCC3)cc2)cc1
    -3.1 | 5.4 | i | 2.2 | 2.1 | -5.6 | -13.9 | i | -0.3
CCN(C(=O)COC(=O)/C=C/c1c(C)nn(-c2ccccc2)c1C)C1CCS(=O)(=O)C1 (stereo not given)
    -6.2 | 3.8 | i | -2.2 | -3.4 | 2.8 | 1.0 | i | -2.3
Cc1ccc(-c2nc(C#N)c(NCc3ccco3)o2)cc1
    9.8 | 3.9 | / | 2.4 | -3.6 | -3.5 | -2.5 | i | -3.0
CNC(=S)N/N=C/c1cn(CCOc2ccccc2OC)c2ccccc12
    19.7 | 8.5 | i | -1.1 | -6.1 | 20.0 | -10.1 | i | -3.2
COc1ccccc1Nc1nnc(SCc2nnc(-c3cc(OC)c(OC)c(OC)c3)o2)s1
    4.4 | 6.0 | i | -1.6 | 0.9 | -64.9 | -2.3 | i | 2.0
C=C(C)CC(NCCc1ccccc1)c1ccco1 (stereo not given)
    -11.2 | 0.4 | i | 0.3 | -3.5 | -3.2 | 5.3 | i | -5.8
S=C1NCCOCCOCCNC(=S)N2CCOCCOCCN1CCOCCOCC2
    -4.9 | -2.6 | i | 2.8 | 9.1 | -77.7 | -5.7 | i | -2.0
O=C1CC(C(=O)NC2CCCCC2)C(c2ccccc2)O1 (stereo not given)
    -9.5 | 1.8 | i | -3.1 | -0.8 | -3.9 | -5.4 | i | 2.4
CC(=O)c1ccc(NC(=O)C(C)OC(=O)c2cccc(-n3cnnn3)c2)cc1 (stereo not given)
    6.9 | 2.7 | i | 5.6 | -9.7 | -10.4 | 7.3 | i | -2.1
Cc1nn(-c2ccccc2)c(Cl)c1/C=N/O
    -5.4 | -2.3 | i | 1.2 | 2.3 | 3.0 | -4.7 | i | -1.4
Cc1ccc(NC(=S)/C(C#N)=C2/Nc3ccccc3S2)cc1
    17.2 | 1.8 | i | -2.3 | 29.6 | -1.4 | 4.5 | i | 3.4

5 entries drawn at random from those above, as already listed:
Every second line gives: FAS-TE inh | MT1-MMP act inh | Neddyl block | Rin1 Abl inh | SKN-1 block | MLLE-PAM2 inh | CSN inh | Rpn11 block | NadD inh
O=C(C[C@@H]1C/C=C\C[C@H](Cc2ccc(F)cc2)C(=O)OC[C@@H](c2ccccc2)NC1=O)NCCO
    -7.3 | / | i | 6.6 | -9.6 | 2.2 | -1.3 | i | 3.4
O=C(NNC(=O)C1CC(=O)N(Cc2ccccc2)C1)c1ccc(F)cc1 (stereo not given)
    -4.0 | 0.3 | i | -1.3 | -2.2 | -8.2 | -6.6 | i | -2.9
C=CCn1c(SCC(=O)Nc2nc(C)cs2)nnc1C(C)NC(=O)c1ccccc1Cl (stereo not given)
    -4.9 | -8.7 | i | 2.4 | -6.9 | -9.1 | -1.4 | i | 1.7
Cc1ccc(C(=O)C2C(c3cccs3)NC(=O)NC2(O)C(F)(F)F)cc1 (stereo not given)
    -4.5 | 4.6 | i | 1.9 | -4.6 | 5.0 | -3.4 | i | 2.5
COCC1CCN(Cc2cn(Cc3ccccc3)nc2-c2cc3ccccc3o2)CC1
    -1.5 | 0.5 | i | 2.2 | -8.8 | 1.1 | 0.9 | i | -7.6

Source: PubChem (several laboratories)
